Screening data (PubChem)
TIM10 inh: growth inhibitors of isogenic TIM10 control yeast, primary screen, counter-screen for tim10-1 yeast inhibitor project, luminescence, uHTS; S. cerevisiae TIM10 strain growth, BacTiter-Glo luminescence, 24 h; inhibition, % at 10 µM; hit rate 1.4% among 330,000;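 active means inhibition of 40% or more at the single tested concentration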;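 further: wild-type TIM10 isogenic control strain grown at permissive 25 °C; 0% = DMSO yeast wells and 100% = minimal medium wells without yeast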
APJ agonist: agonists of human apelin receptor APJ, primary screen, CHO-K1 cells, PathHunter beta-arrestin, luminescence; P35414; hit rate 0.11% among 330,000; activation, % at 20 µM; 0% DMSO wells, 100% apelin; AID 2520, 2010;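 active means activation more than six SD over the plate average, tested at 20 µM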;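 further: 0% = DMSO alone and 100% = apelin-13 at 10 nM; some results filed as inactive read as strong as hits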
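Test system – PathHunter CHO-K1 APJ (AGTRL-1) beta-arrestin reporter cells · Input – 1000 cells/well · Compound – single test compound dose, 20 µM final, 1% DMSO · Times – compound stimulation 90 min at 25 °C, detection 60 min · Technique – beta-gal luminescence · Read-out basis – APJ–arrestin association signal · Control set – negative DMSO alone, positive Apelin-13 at 10 nM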
UPR CHOP act: activators of apoptotic CHOP UPR arm, primary screen, cell-based, CHO-CHOP luciferase reporter, luminescence, uHTS | UPR activation; percent of tunicamycin response over DMSO baseline | activation, % at 10 µM | hit rate 0.34% among 330,000 | AID 449763, 2010;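 active means at 10 µM dose, activation of 40% or more, normalized to positive control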;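 further: 100% = tunicamycin at 10 µg/mL and 0% = DMSO alone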
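measured by = luciferase luminescence | assay system = CHO-CHOP cells, stable luciferase reporter of PERK-eIF2a-CHOP signalling | amount = 500 reporter cells seeded per well | timing = 6 h compound exposure at 37 °C after overnight seeding | controls = positive tunicamycin 10 µg/mL, negative DMSO alone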
Mdm2 MdmX PPI: inhibitors of human Mdm2-MdmX association, primary screen, cell-based, luminescence, split luciferase, SaOS-2, uHTS | Protein Mdm4 (Homo sapiens) + E3 ubiquitin-protein ligase Mdm2 (Homo sapiens), … | SaOS-2 split-luciferase Mdm2/MdmX complementation | inhibition, % at 8 µM | hit rate 3% among 330,000 | AID 485346, 2010;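 active means inhibition of at least 50% at 8 µM in the primary screen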
Target sequence (O15151 whole entry, looked up): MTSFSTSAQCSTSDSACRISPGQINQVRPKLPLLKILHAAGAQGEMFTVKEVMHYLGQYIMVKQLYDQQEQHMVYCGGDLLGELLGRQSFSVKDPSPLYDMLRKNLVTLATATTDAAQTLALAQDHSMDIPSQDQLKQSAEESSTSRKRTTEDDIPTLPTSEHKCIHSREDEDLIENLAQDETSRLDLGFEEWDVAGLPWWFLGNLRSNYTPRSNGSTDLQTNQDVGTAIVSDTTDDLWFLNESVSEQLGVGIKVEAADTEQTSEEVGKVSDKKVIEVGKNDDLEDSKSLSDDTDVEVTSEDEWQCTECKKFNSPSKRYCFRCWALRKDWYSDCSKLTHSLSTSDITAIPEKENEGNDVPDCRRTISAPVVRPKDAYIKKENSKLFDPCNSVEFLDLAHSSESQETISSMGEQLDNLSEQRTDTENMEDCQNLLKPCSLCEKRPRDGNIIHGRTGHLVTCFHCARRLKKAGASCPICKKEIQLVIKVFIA
Target sequence (Q00987 whole entry, looked up): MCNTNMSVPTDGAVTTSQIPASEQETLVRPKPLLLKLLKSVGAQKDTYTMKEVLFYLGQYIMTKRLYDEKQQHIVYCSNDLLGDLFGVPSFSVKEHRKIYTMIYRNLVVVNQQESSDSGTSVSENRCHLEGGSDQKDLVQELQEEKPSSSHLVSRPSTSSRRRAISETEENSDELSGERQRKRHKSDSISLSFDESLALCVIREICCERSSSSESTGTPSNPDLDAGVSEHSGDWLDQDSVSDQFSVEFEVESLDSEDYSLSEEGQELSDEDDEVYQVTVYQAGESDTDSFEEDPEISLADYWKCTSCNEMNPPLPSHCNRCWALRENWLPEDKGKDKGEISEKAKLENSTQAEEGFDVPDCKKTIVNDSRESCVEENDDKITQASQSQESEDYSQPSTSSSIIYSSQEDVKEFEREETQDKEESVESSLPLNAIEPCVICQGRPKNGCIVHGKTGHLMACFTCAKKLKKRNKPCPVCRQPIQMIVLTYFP
CXCR6 block: CXCR6 receptor inhibitors, primary screen, cell-based, beta-arrestin, luminescence, CHO-K1 PathHunter, 1536-well; C-X-C chemokine receptor type 6 (Homo sapiens), O00574; inhibition, % at 20 µM; hit rate 0.36% among 360,000; AID 602244, 2012; in the data active means inhibition above about 34%, passing the limit was not always enough;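 further: antagonist mode with CXCL16 agonist at 10 nM final; 0% = 10 nM CXCL16 with DMSO and 100% = unstimulated wells without agonist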
tim23-1 inh: growth inhibitors of tim23-1 mutant yeast, primary screen, luminescence, uHTS | S. cerevisiae tim23-1 growth, BacTiter-Glo luminescence, 24 h | inhibition, % at 20 µM | AID 463212, 2010 | hit rate 1.3% among 330,000;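 active means growth inhibition of the mutant yeast at or above 50%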;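 further: temperature-sensitive mutant grown at 25 °C; plate controls were DMSO-treated mutant yeast for no effect and medium wells lacking yeast for full effect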
APJ antagonist: antagonists of human apelin receptor APJ, primary screen, CHO-K1 cells, beta-arrestin complementation, luminescence; P35414; inhibition, % at 20 µM; hit rate 0.32% among 330,000;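 active means inhibition above about 40% at 20 µM, limit read from the data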;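 further: cells challenged with 10 nM apelin-13 agonist together with compound; plate controls were apelin-13 plus DMSO wells for no effect and DMSO wells lacking apelin-13 for full effect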
tim10-1 inh: growth inhibitors of tim10-1 mutant yeast, primary screen, luminescence, uHTS; inhibition, % at 20 µM; S. cerevisiae tim10-1 ts strain growth, BacTiter-Glo, 24 h; AID 463190, 2010; hit rate 2.2% among 330,000;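 active means inhibition of at least 40%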;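 further: mutant grown at 25 °C; 0% = DMSO wells with yeast and 100% = wells holding no yeast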
UPR XBP1 act: activators of adaptive XBP1 UPR arm, primary screen, cell-based, CHO-XBP1 luciferase reporter, luminescence, uHTS; AID 463104, 2010; hit rate 0.33% among 330,000; activation, % at 20 µM; IRE1-XBP1 UPR activation; percent of tunicamycin response, DMSO as zero;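 active means versus positive control, 20 µM dose yields 30% or more activation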;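 further: 100% = tunicamycin at 10 µg/mL and 0% = DMSO only wells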
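Signal: luciferase luminescence; Assay system: CHO-XBP1 luciferase reporter cells; Amount: one thousand reporter cells per well; Dosing: 20 µM single concentration, DMSO 1%; Benchmarks: high control tunicamycin 10 µg/mL final, low control DMSO vehicle only; Schedule: 6 h compound exposure at 37 °C, 5% CO2; Evaluation: percent activation relative to tunicamycin reference.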
Numbers without * were called inactive; nt = no result given.

SMILES	TIM10 inh	APJ agonist	UPR CHOP act	Mdm2 MdmX PPI	CXCR6 block	tim23-1 inh	APJ antagonist	tim10-1 inh	UPR XBP1 act
COc1ccc(CNC(=O)Cn2c(=O)oc3cc(S(=O)(=O)N4CCCC4)ccc32)cc1	2	-6	0.6	27	-2	-2	7	-7	-2
COc1ccc(NC(C)=O)cc1C	-3	-1	1.3	2	3	3	9	-2	-2
COC(=O)c1cn(C(=O)OC)c2ccccc12	23	-1	-0.3	-8	-1	4	7	18	2
CCCCN(CCCC)CCNC(=O)CN1C(=O)COc2ccc(S(=O)(=O)N3CCOCC3)cc21	7	-4	0.4	14	4	2	20	-5	-4
CS(=O)(=O)N(CC(=O)NCCSCc1ccccc1)c1ccccc1Br	4	-2	4.3	-3	2	5	-24	-1	0
CCOc1ccc(/C=N/NC(=O)c2cc(-c3cccn3C)n[nH]2)cc1	12	1	2.1	-6	1	10	-2	0	-3
CCOC(=O)COc1c(OC)cc(Cl)cc1C1Nc2ccccc2C(=O)N1c1ccc(F)cc1 (configuration not stated)	27	-5	-0.3	-3	4	39	21	37	3
CCOC(=O)N1CCN(C(=O)C2CC(=O)N(c3ccc(C)cc3)C2)CC1 (configuration not stated)	3	7	2.6	-10	-2	17	20	-5	-2
O=C(NC(=S)Nc1cc([N+](=O)[O-])ccc1Cl)c1ccccc1	22	-5	7.4	-3	26	26	23	17	5
CC(C)NC(=O)C(=O)NCCCOC(C)C	0	-2	-1.0	7	-2	20	0	17	-1
Cc1c(-c2ccc(F)cc2)nc(N)c(C#N)c1-c1ccco1	-6	-4	0.3	17	11	9	10	26	2
COc1cc(C(=O)NCC2CCCO2)cc(Br)c1OCc1ccccc1 (configuration not stated)	10	-2	-1.2	-6	-6	41	-6	30	-3
Fc1cccc(CN(C2=NCCN2)c2c(Cl)cccc2Cl)c1	11	2	-0.9	-45	5	6	-2	28	5
CC(=O)NCCn1c(SCC(=O)NCCC2=CCCCC2)nc2ccccc2c1=O	15	-1	2.2	18	4	-6	-7	7	-1
Cc1cccc(C(=O)N2CCCC(N3CCN(c4ccccc4F)CC3)C2)n1 (configuration not stated)	2	-1	1.8	4	-3	2	9	-10	-4
COc1ccc(Cl)cc1NC(=O)CN(C)C(=O)C1CCN(C(=O)Nc2ccccc2)CC1	-4	-3	2.6	-2	3	7	-2	5	-4
O=C1CC2(CCCCC2)Oc2ccc(F)cc21	2	2	-1.2	10	-4	14	-2	0	3
CN1C(=O)C(=O)/C(=C(/O)c2ccccc2)C1c1ccc([N+](=O)[O-])cc1 (configuration not stated)	-4	-4	1.7	12	8	-4	-18	-18	-4
Cn1c(/C(C#N)=N/O)nc2ccccc21	0	-3	-1.2	-5	1	3	6	-10	-1
FC(F)Sc1ccc(NC(=S)NC2CCCC2)cc1	59*	0	2.5	-48	-11	36	11	53*	6
OCC1(CCc2ccccc2)CCN(Cc2cc(Cl)ccc2O)CC1	12	-2	2.7	-2	9	24	-24	13	-3
CC(=O)Nc1ccc(/C=C/C(=O)c2ccccc2)cc1	26	-4	6.4	-7	nt	37	3	51*	-1
O=C(Cn1cnc2ccccc2c1=O)Nc1ccc2c(c1)OCCO2	-10	-1	3.5	-110	6	9	13	-4	3
CCC(=O)Nc1c(S(=O)(=O)c2ccc(C)cc2)c2nc3ccccc3nc2n1C(C)c1ccccc1 (configuration not stated)	13	0	0.8	32	-5	27	8	18	-2
CC(=O)Nc1ccc(NC2CCCCC2NS(=O)(=O)c2ccc(Cl)cc2)cc1 (configuration not stated)	20	-1	-0.9	18	-4	16	23	3	-2

Only Mdm2 MdmX PPI, for 4 of the compounds above:
smiles	Mdm2 MdmX PPI
CCOc1ccc(/C=N/NC(=O)c2cc(-c3cccn3C)n[nH]2)cc1	-6
CCCCN(CCCC)CCNC(=O)CN1C(=O)COc2ccc(S(=O)(=O)N3CCOCC3)cc21	14
CC(=O)NCCn1c(SCC(=O)NCCC2=CCCCC2)nc2ccccc2c1=O	18
CCC(=O)Nc1c(S(=O)(=O)c2ccc(C)cc2)c2nc3ccccc3nc2n1C(C)c1ccccc1 (configuration not stated)	32

(cont.)
SMILES	TIM10 inh	APJ agonist	UPR CHOP act	Mdm2 MdmX PPI	CXCR6 block	tim23-1 inh	APJ antagonist	tim10-1 inh	UPR XBP1 act
O=C(COC(=O)c1ccc(S(=O)(=O)N2CCCC2)cc1)Nc1ccccc1	5	3	-0.6	-22	2	4	6	8	1
Cc1c(C(=O)OCC(=O)Nc2ccc(C(=O)N(C)C)cc2)oc2ccccc12	6	-4	-0.1	13	-2	-1	20	-9	-1
N/C(CC(=O)Nc1cccc(C(F)(F)F)c1)=N/O	5	2	-0.3	10	-4	24	9	14	-1
CSc1ncccc1C(=O)OCc1c(F)cccc1Cl	16	0	3.6	22	-3	21	8	13	-2
CCCCN(C)C(=S)Nc1ccc(Oc2ccccc2)cc1	24	-3	1.4	9	-1	46	6	16	4
CCOC(=O)c1ccc(NC(=O)c2ccc3c(c2)C(=O)N(CC2CCCO2)C3=O)cc1 (configuration not stated)	3	9	0.6	3	-13	10	2	-10	-2
Cc1nc2ccccn2c1C(=O)NNC(=S)Nc1ccccc1	-9	-6	1.8	4	20	-32	-5	-17	-1
COc1ccc(S(=O)(=O)N2CCN(CCCOc3ccc(F)cc3)CC2)cc1OC	7	1	-1.3	13	2	21	-14	18	1
Cc1csc(N)n1	0	-1	-2.2	14	-1	-14	19	-3	-5
CCOC(=O)C1=C(C)NC(=O)C(C#N)C1c1ccco1 (configuration not stated)	6	-2	-1.1	-18	2	12	-12	-8	-1
O=C(Nc1ccc(F)cc1)C1(S(=O)(=O)c2ccc(Cl)cc2)CC1	-12	2	1.0	21	-6	28	4	21	-4
COc1ccc(C)cc1NC(=O)C(Sc1nnc2ccccn12)c1ccccc1 (configuration not stated)	11	0	-1.4	33	-4	18	-3	25	-1
N#Cc1c(N2C(=O)Nc3ccccc3N2O)sc2c1CCCCCC2	3	-1	4.8	-49	5	12	8	13	-3
O=C(NN=C1CCCCCC1)c1cn(-c2ccccc2)nc1-c1ccccc1	20	1	5.1	-8	-7	35	4	37	-3
NC(=O)N/N=C/c1ccc(-c2ccc([N+](=O)[O-])cc2)o1	10	-1	4.1	4	-6	-8	-4	-7	1
CCOC(=O)N1CCN(C(=O)C(=O)Nc2sc3c(c2C#N)CC(C)(C)OC3)CC1	8	-3	-0.6	14	-6	10	9	26	1
CCc1ccc2c(c1)cc(CN(Cc1ccco1)C(C)=O)c1nnnn12	4	-3	-1.3	2	4	37	-33	23	2
CC(=O)Nc1cccc(C(=O)OCC(=O)Nc2ccc(Cl)cn2)c1	-17	-2	1.8	13	-6	-2	-4	-17	2
Cc1[nH]c2ccc(C(=O)Nc3ccncc3)cc2c1C	8	0	1.6	18	-8	4	-9	-1	-4
COc1ccc(-c2noc(CCCC(=O)Nc3cccnc3)n2)cc1OC	22	-3	0.4	-7	-8	11	12	12	-3
CN(C)CCNC(=O)c1ccc(Sc2ccc(Br)cc2)c([N+](=O)[O-])c1	2	-1	-1.2	25	-10	10	-26	17	2
O=C1CS/C(=N/N=C\c2ccn[nH]2)N1	12	3	-1.2	15	2	4	6	-2	-2
COc1cccc(C2=NOC(C(=O)Nc3cccnc3Cl)C2)c1 (configuration not stated)	2	-3	-2.0	6	-3	-1	-10	2	1
COCCCNC(=O)c1ccc(CSCc2ccc(C)cc2)o1	-9	-3	1.0	5	-6	12	-16	13	-6
C/C(=C\c1ccc(Br)cc1)C(=O)c1c(C)cc(C)[nH]c1=O	3	2	-1.1	37	-1	9	10	12	2

Following part.
SMILES	TIM10 inh	APJ agonist	UPR CHOP act	Mdm2 MdmX PPI	CXCR6 block	tim23-1 inh	APJ antagonist	tim10-1 inh	UPR XBP1 act
O=C(NNS(=O)(=O)c1ccc(F)cc1)c1cc2ccccc2cc1O	5	-2	-0.5	2	0	13	5	-2	2
COc1cccc(C(=O)NCCN2CCOCC2)c1	-14	-2	-0.1	12	2	-6	4	-24	-4
CC1CCN(S(=O)(=O)c2cn(CC(=O)N3CC(C)CC(C)C3)c(=O)c3ccccc23)CC1 (configuration not stated)	9	2	3.8	-14	3	-3	1	13	-1
Cn1cc(S(=O)(=O)Nc2cccc3ccccc23)c(=O)n(C)c1=O	8	3	-1.6	-1	-4	19	2	10	-3
CCOC(=O)c1ccccc1NC(=O)Cc1ccc(S(=O)(=O)N2CCCC2)s1	20	0	0.6	27	3	33	-8	17	2
Cc1cc(/C=C2/C(=O)N(C)C(=S)N2C)ccc1N1CCCC1	13	-3	3.7	-204	20	15	33	33	3
O=c1c2ccccc2c(C=NCc2ccccn2)c(O)n1-c1ccccc1Cl	9	4	0.0	5	2	17	-1	16	0
Cc1ccc(C(=O)O)cc1-c1ccc(/C=C2/NC(=O)N(c3ccccc3)C2=O)o1	-4	-5	0.5	4	13	10	15	15	-1
Cc1ccsc1C(=O)N(c1nc2ccccc2s1)c1c(C)cccc1C	10	-5	-0.4	9	7	20	21	25	-2
Cc1ccc(CN2CCCC(CO)(Cc3ccccc3C)C2)s1 (configuration not stated)	15	-4	-0.1	21	9	19	4	15	2
CC(=O)c1ccc(OCC(=O)OC(C)C(=O)NC2CCCCC2C)cc1 (configuration not stated)	13	-1	1.3	0	3	21	-6	18	2
c1ccc(C(c2ccccc2)N2CCN(Cc3nnnn3C3CCCCC3)CC2)cc1	-2	-1	1.2	21	5	0	11	24	-1
O=C(O)c1cccc(NS(=O)(=O)c2ccc(Cl)c(C(=O)O)c2)c1	-5	-2	-0.7	1	-4	4	13	15	-3
COc1ccc(NC(=O)C2CC(=O)n3ncnc3N2)cc1 (configuration not stated)	2	-4	-0.1	7	8	7	18	5	-2
COC(=O)[C@H](Cc1ccccc1)NC(=O)N1CCN(c2ccc(F)cc2)CC1	8	-3	0.7	17	-1	11	7	6	-2
CC1(C)CC(=NOC(=O)c2ccccc2)CC(C)(C)N1O	58*	1	-0.5	-1	-3	68*	-5	58*	2
Cn1cccc1-c1nc2ccccc2[nH]1	11	0	5.7	-22	-16	3	12	-26	3
N#CCCN(Cc1cccnc1)C(=S)Nc1ccc(OC(F)F)cc1	3	-2	-0.2	-9	4	10	10	6	1
O=C(/C=C/c1ccc(F)cc1)Nc1cccc(S(=O)(=O)Nc2cccc(C(F)(F)F)c2)c1	1	0	-1.7	35	5	-1	-15	12	-2

Only part of the results is shown; rates above refer to the full screens.
